GLD-1 TGE inh – GLD-1-TGE RNA interaction inhibition (C. elegans) | purified GLD-1 + fluorescein TGE RNA, fluorescence polarization | Q17339 | inhibition, % at 5.96 µM | 0.44% of 320,000 active;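 active = percent inhibition above a per-plate cutoff, the plate mean of test compounds plus 3 SD, cut at about 30% in these data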;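 also: 0% = DMSO wells with GLD-1 and probe and 100% = wells lacking GLD-1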
PME-1 inh – blocks human protein phosphatase methylesterase 1 | recombinant PME-1, FP-Rh probe fluorescence polarization | inhibition, % at 5.9 µM | 0.53% of 320,000 active;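 active = inhibition above the campaign mean of all compounds plus 3 SD, cut at about 26% in these data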;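 also: competitive labeling of PME-1 active site by serine hydrolase directed probe; 0% = PME-1 with DMSO and 100% = wells lacking PME-1 enzyme; inhibitors block probe labeling so polarization falls and inhibition rises; many of its hits are not listed in these tables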
MCL1 BIM primary – inhibitors of human MCL1 binding to BIM-BH3 peptide. GST-MCL1 / FITC-Bim-BH3 fluorescence polarization. Q07820. AID 2057. inhibition, % at 10.9 µM. 0.68% of 320,000 active;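 active = inhibition above the mean inhibition of all tested compounds plus 3 SD, set per campaign, cut at about 40% in these data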;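 also: 0% = DMSO wells and 100% = unlabeled Bim-BH3 peptide control; higher means more loss of mP so more displacement of Bim peptide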
pPAFAH FP inh – pPAFAH (human) enzyme inhibition; Q13093; recombinant pPAFAH, FP-rhodamine probe fluorescence polarization; inhibition, % at 3.39 µM; 1.5% of 330,000 active; AID 463082;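 active = inhibition above the mean inhibition across the screen plus 3 SD, cut at about 25% in these data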;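 also: inhibitors block binding of the rhodamine activity-based probe so polarization drops; 0% = enzyme with DMSO and 100% = wells lacking pPAFAH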
MEX-5 binding – C. elegans MEX-5 TCR-2 RNA binding activity; MEX-5/FITC-TCR2 RNA binding, fluorescence polarization; active compounds read low; activity score (negative = inhibition of binding), % at 10 µM; 0.38% of 300,000 active;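 active = inhibition past about -25% in most replicates, and total fluorescence under double the plate's negative control median, limit read from the data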;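 also: 0% = DMSO and -100% = 5 µM competing unlabeled TCR2 RNA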
Fam108B inh – counter-screen for RBBP9 inhibitors: inhibitors of mouse Fam108B. inhibition, % at 9.51 µM. 0.33% of 300,000 active. recombinant Fam108B, FP-Rh probe fluorescence polarization;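 active = inhibition above the screen mean inhibition plus 3 SD, computed separately per campaign, cut at about 18% in these data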;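 also: inhibitors lower polarization as less probe binds the enzyme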
PAFAH1B2 inh – PAFAH1B2 (human) inhibition | 1.2% of 340,000 active | AID 492953 | P68402 | recombinant PAFAH1B2, FP-rhodamine activity probe, fluorescence polarization | inhibition, % at 3.39 µM;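 active = inhibition above the mean of all tested compounds plus 3 SD, cut at about 24% in these data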;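 also: 0% = enzyme with DMSO and 100% = wells lacking PAFAH1B2; many of its hits are not listed in these tables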
AHR act – human AHR activation | AHR-responsive luciferase reporter cells, luminescence | 2.5% of 320,000 active | activation, % at 5 µM | P35869; in the data active = activation above about 47%;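 also: 0% = vehicle wells and 100% = reference agonist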
Target sequence (P35869 whole entry, looked up): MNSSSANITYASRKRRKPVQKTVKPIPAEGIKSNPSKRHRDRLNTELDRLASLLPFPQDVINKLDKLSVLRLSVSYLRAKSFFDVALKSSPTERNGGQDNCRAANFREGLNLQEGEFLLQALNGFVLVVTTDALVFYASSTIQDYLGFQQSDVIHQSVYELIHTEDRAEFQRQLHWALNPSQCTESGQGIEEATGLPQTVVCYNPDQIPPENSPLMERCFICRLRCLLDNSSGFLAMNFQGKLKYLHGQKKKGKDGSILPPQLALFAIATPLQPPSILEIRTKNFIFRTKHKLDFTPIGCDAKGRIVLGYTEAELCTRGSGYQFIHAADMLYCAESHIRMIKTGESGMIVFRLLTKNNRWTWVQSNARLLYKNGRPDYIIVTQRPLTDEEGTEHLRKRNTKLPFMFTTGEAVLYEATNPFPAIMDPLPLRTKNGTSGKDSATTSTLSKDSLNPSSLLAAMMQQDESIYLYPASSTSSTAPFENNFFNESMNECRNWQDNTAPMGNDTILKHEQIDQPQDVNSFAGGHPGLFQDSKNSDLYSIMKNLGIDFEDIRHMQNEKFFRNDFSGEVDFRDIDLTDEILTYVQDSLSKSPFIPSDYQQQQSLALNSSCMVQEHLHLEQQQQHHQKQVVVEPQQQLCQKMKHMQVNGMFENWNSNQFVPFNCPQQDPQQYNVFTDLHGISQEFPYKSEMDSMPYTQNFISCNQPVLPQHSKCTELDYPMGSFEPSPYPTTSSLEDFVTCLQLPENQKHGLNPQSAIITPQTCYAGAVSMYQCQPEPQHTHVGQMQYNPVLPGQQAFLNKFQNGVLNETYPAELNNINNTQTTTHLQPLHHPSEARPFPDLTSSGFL
Bcl-xL primary – blocks human Bcl-xL binding to Bim BH3 peptide. GST-Bcl-xL / FITC-Bim BH3 peptide fluorescence polarization. inhibition, % at 10.9 µM. 0.7% of 320,000 active. AID 2129;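 active = inhibition above the mean of all tested compounds plus 3 SD, cutoff set per campaign, cut at about 30% in these data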;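 also: 0% = DMSO wells and 100% = unlabeled Bim-BH3 peptide competitor; inhibitors lower millipolarization by displacing the labeled peptide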
An asterisk follows results filed as active; x = not tested or not shown.

SMILES	GLD-1 TGE inh	PME-1 inh	MCL1 BIM primary	pPAFAH FP inh	MEX-5 binding	Fam108B inh	PAFAH1B2 inh	AHR act	Bcl-xL primary
Cn1nc(C(=O)N2CCC(C(N)=O)CC2)c2c1-c1ccccc1SC2	0	4	-4	-2	3.5	3	6	4	-3
O=P(c1ccccc1)(c1ccccc1)N(c1ccccc1)c1ccccc1	3	1	-5	-1	-0.5	3	13	0	3
COC(=O)c1cccnc1N1CCN(c2ccccc2F)CC1	1	-3	7	7	-1.2	-2	6	-2	6
COc1cccc(/C=N/Nc2cc(N3CCOCC3)ncn2)c1O	4	-2	9	-2	2.2	-2	1	48*	0
CCOCCn1cnc2sc(C(=O)NCC(=O)OCC)c(C)c2c1=O	-1	-2	8	1	2.0	0	0	4	7
Nn1c(SCC(=O)Nc2ccc(F)cc2F)nnc1C1CCCCC1	-6	-1	5	-7	0.1	-4	3	-2	0
CN(Cc1ccccc1)c1nc2c(c(=O)n(C)c(=O)n2C)n1CCSc1ncccn1	-7	2	0	-6	0.1	5	6	-2	1
Cc1ccccc1C(=O)NNC(=O)c1cccc(Br)c1	2	-1	4	6	1.2	-5	2	0	-1
Cc1ccn2c(C(=O)CSc3ccccc3Cl)c(C)nc2c1	-2	0	0	18	0.1	-6	9	-2	-1
O=C(NCc1ccccc1)N1CCCC1	2	0	-4	3	3.2	-1	3	0	2
CCO/N=C(\C)c1c(O)c2ccccc2n(C)c1=O	1	2	-4	19	1.0	-3	3	15	-2
CCOc1ccc(-c2cnc(SCC(N)=O)nc2N)cc1	2	2	1	2	0.6	-2	-6	5	2
CCC(=O)Oc1ccc2c(c1)O/C(=C\c1ccco1)C2=O	89*	-3	118*	5	-19	1	x	-3	112*
NC1=C(O)C(=O)C(c2ccccc2)O1 (stereo unspecified)	-14	0	2	3	1.4	-1	3	20	-1
O=C(CN1C(=O)NC2(CCCC2)C1=O)OCCOc1ccc(Cl)cc1	6	5	-1	5	0.0	4	6	1	0

Shown as a hit in MCL1 BIM primary, of those listed so far:
| Molecule | GLD-1 TGE inh | PME-1 inh | MCL1 BIM primary | pPAFAH FP inh | MEX-5 binding | PAFAH1B2 inh | AHR act | Bcl-xL primary |
| --- | --- | --- | --- | --- | --- | --- | --- | --- |
| CCC(=O)Oc1ccc2c(c1)O/C(=C\c1ccco1)C2=O | 89* | -3 | 118* | 5 | -19 | x | -3 | 112* |

(continued)
SMILES	GLD-1 TGE inh	PME-1 inh	MCL1 BIM primary	pPAFAH FP inh	MEX-5 binding	Fam108B inh	PAFAH1B2 inh	AHR act	Bcl-xL primary
O=C(O)Cn1nc(C(F)(F)F)c2c1CCC2	-10	1	4	-1	-0.5	3	2	0	1
CCOC(=O)c1sc(NS(=O)(=O)c2ccc(F)cc2)nc1C	-4	-5	1	-3	-0.4	7	-2	3	-1
Cc1onc(-c2ccccc2)c1C(=O)N(Cc1ccccn1)Cc1ccccn1	7	-2	4	-2	0.4	3	-3	-2	4
CCc1nnc(NS(=O)(=O)c2ccc(NS(=O)(=O)c3ccccc3)cc2)s1	3	-7	8	1	2.0	-7	-5	-2	2
CCOc1cc(C(c2c(O)nc(SC)[nH]c2=O)c2c(O)nc(SC)[nH]c2=O)ccc1O	68*	-3	97*	3	-21	2	x	-1	84*
CC(=O)N(CCCN(C)C)c1nc2ccc(C)cc2s1	2	9	4	6	0.3	2	1	-6	2
Cc1nn(C)c(C)c1S(=O)(=O)N1CCCC(C(=O)N2CCN(c3ccc(Cl)cc3)CC2)C1 (stereo unspecified)	2	-1	1	2	0.0	1	10	18	1
COC(=O)C1=C(CSc2nc3c(cc2C#N)CN(C)CC3)OC(N)=C(C#N)C1c1ccccc1F (stereo unspecified)	48*	3	100*	28*	-5.0	10	11	10	86*
CCc1nnc(NC(=O)c2cc(C)oc2C)s1	-3	1	7	1	3.6	2	-4	46	2
C/C(=N\O)C(C)(C)NC(=O)Nc1ccc(Cl)cc1	3	-3	5	-2	-1.0	1	-6	9	5
C[C@H](NS(=O)(=O)c1c(Cl)cccc1Cl)C(=O)NNC(=O)COc1ccccc1F	1	x	x	0	x	x	3	1	x
Fc1ccc(/C=N/n2c(COc3ccccc3)n[nH]c2=S)cc1	4	-2	-15	2	-0.3	0	17	8	-20
COC(=O)C1NN=C(C(=O)c2ccc(Cl)cc2)C1c1ccc(OC)cc1 (stereo unspecified)	2	-8	-3	3	0.4	-1	2	2	2
O=C(Cc1ccc(Cl)cc1Cl)OCC(=O)N1CCCCC1	2	2	-1	4	3.3	-3	8	1	0
COc1ccc(/C=C2\Oc3cc(OCC(=O)N4CCC(C(=O)O)CC4)ccc3C2=O)c(OC)c1	-81	-2	-53	2	-3.2	-4	2	-1	-30

Single records, as listed above.
Listed for CCc1nnc(NS(=O)(=O)c2ccc(NS(=O)(=O)c3ccccc3)cc2)s1 = GLD-1 TGE inh: 3; PME-1 inh: -7; MCL1 BIM primary: 8; pPAFAH FP inh: 1; MEX-5 binding: 2.0; Fam108B inh: -7; PAFAH1B2 inh: -5; AHR act: -2; Bcl-xL primary: 2
Listed for Cc1nn(C)c(C)c1S(=O)(=O)N1CCCC(C(=O)N2CCN(c3ccc(Cl)cc3)CC2)C1 (stereo unspecified) = GLD-1 TGE inh: 2; PME-1 inh: -1; MCL1 BIM primary: 1; pPAFAH FP inh: 2; MEX-5 binding: 0.0; Fam108B inh: 1; PAFAH1B2 inh: 10; AHR act: 18; Bcl-xL primary: 1
Listed for CCOc1cc(C(c2c(O)nc(SC)[nH]c2=O)c2c(O)nc(SC)[nH]c2=O)ccc1O = GLD-1 TGE inh: 68*; PME-1 inh: -3; MCL1 BIM primary: 97*; pPAFAH FP inh: 3; MEX-5 binding: -21; Fam108B inh: 2; PAFAH1B2 inh: x; AHR act: -1; Bcl-xL primary: 84*

Next results.
SMILES	GLD-1 TGE inh	PME-1 inh	MCL1 BIM primary	pPAFAH FP inh	MEX-5 binding	Fam108B inh	PAFAH1B2 inh	AHR act	Bcl-xL primary
COCCN(C(=O)CSc1nn(-c2ccc(F)cc2)c(=S)s1)c1c(N)n(CC(C)C)c(=O)[nH]c1=O	9	3	-6	6	-1.9	1	5	19	2
COc1cc(CCC(=O)OCc2nnc(-c3ccccc3)o2)cc(OC)c1OC	0	3	7	4	-3.1	2	2	6	0
CC(C)(C)C(=O)Nc1ccccc1-c1nc2ccccc2[nH]c1=O	-1	-1	6	4	2.3	-6	1	-2	5
COc1ccccc1NC(=O)C1CCN(S(=O)(=O)c2cccc3nonc23)CC1	-3	3	0	6	-0.8	1	6	9	3
O=C(NCC(=O)N1CCCCCC1)c1ccc(Cl)cc1	4	-1	-5	-2	1.1	0	5	2	0
CCCC(=O)Nc1ccc2c(c1)nc(CN1CCN(C(=O)OCC)CC1)n2C	7	1	2	5	1.3	1	4	1	5
Cc1cc(C)c(-n2[nH]nnc2=S)c(C)c1	3	2	-20	-9	1.2	1	2	4	-32
Nc1cc(=O)[nH]c(SCc2csc(-c3ccccc3)n2)n1	1	-8	-3	4	-0.6	-3	-5	3	0
Cc1cc(C)nc(N/N=C/c2c(C)oc3ccccc23)n1	7	-1	-2	9	1.1	1	4	12	-1
Cc1sc(NC(=O)c2ccco2)nc1-c1ccc2c(c1)CC(C)N2C(=O)C1CC1 (stereo unspecified)	5	3	5	9	3.1	8	-1	-10	-1
O=C(NC1CCCCCC1)C1CCCN1S(=O)(=O)c1cccc2cccnc12 (stereo unspecified)	4	4	3	0	2.3	4	4	3	2
CCN(CC(=O)NCc1ccc(Cl)cc1)C(=O)c1c(C)noc1C	4	-1	-2	-4	x	x	4	0	-3
S=C(NCC1CCCO1)n1nnc2ccccc21 (stereo unspecified)	2	-6	2	1	-1.8	2	x	1	1
CCOc1ccc(-c2nn3c(-c4ccccc4)nnc3s2)cc1	4	-9	4	1	-1.6	-6	1	-3	-3
COC(=O)[C@H](Cc1ccccc1)NC(=O)NCCc1ccc(OC)cc1	-2	1	-3	4	3.8	-2	1	0	6
O=C(COc1ccc(S(=O)(=O)NC2CCCCC2)cc1)Nc1ccc2c(c1)OCCO2	5	-11	-1	1	-1.0	-1	0	1	-1
Cc1cccc(C)c1OC(=O)CCN1C(=O)C2C3C=CC(C4CC34)C2C1=O (stereo unspecified)	11	2	9	-5	0.2	3	3	1	9
COc1ccc(CCNC(=O)CN(c2cc(OC)ccc2OC)S(=O)(=O)c2ccccc2)cc1	7	-4	-1	-1	-0.4	0	3	6	0
COc1ccc(S(=O)(=O)N2CCOC2CNC(=O)C(=O)NCc2ccccn2)cc1C (stereo unspecified)	5	6	8	3	2.5	2	-3	-1	7
CCc1ccc(C(=O)CSc2nc3cc(S(=O)(=O)N4CCOCC4)ccc3n2CC)cc1	0	10	-11	-3	0.7	-3	6	9	-9
C/C(=N/NC(=O)c1sc(NS(=O)(=O)c2ccccc2)nc1C)c1sc(N)nc1C	-5	-6	10	24	-0.4	7	9	3	6
Cn1cccc1/C=N/N1CCN(Cc2cccc3ccccc23)CC1	3	-2	-1	46*	2.0	0	-1	-3	5
Cc1cc(NC(=O)C23CC4CC(CC(C4)C2)C3)n[nH]1	8	-13	0	-8	1.9	0	23	33	2
Cc1ccc(-c2cccc(C3CC=CC4C3C(=O)N(Cc3ccccc3)C4c3ccc4ccccc4c3)c2)cc1 (stereo unspecified)	7	-4	-9	-3	1.6	-4	5	0	0
COC(=O)CN1C(=O)C2(C(C#N)=C(N)Oc3c2c(C)nn3-c2ccccc2)c2ccccc21 (stereo unspecified)	5	4	11	9	0.0	4	1	7	7
Cc1cccc(N2CC34C=CC(O3)C(C(=O)O)C4C2=O)c1 (stereo unspecified)	2	3	2	0	-0.1	-4	1	2	2
CCOC(=O)c1[nH]c(C)c(C(=O)OC(C)C(=O)Nc2ncc(Cl)cc2Cl)c1C (stereo unspecified)	-3	1	-6	3	-4.0	1	0	8	-3
CCOC(=O)N1CCN(C(=O)c2ccc3c(=O)n(-c4ccc(F)cc4)c(=S)[nH]c3c2)CC1	9	-3	7	-1	1.9	5	-3	0	7
O=c1cccccc1NCc1ccccc1	10	2	28	18	-0.8	7	3	5	25
COc1cc(/C=C(\C#N)C(=O)NCC2CCCO2)ccc1OC(=O)c1ccco1 (stereo unspecified)	7	4	8	-1	x	x	9	0	6
O=C(NC1CCCCCC1)C1CC(=O)N(c2ccc(Cl)cc2)C1 (stereo unspecified)	-2	-3	-9	2	1.0	-1	3	-1	-4

Bioassay records (PubChem BioAssay)

Not all compounds are listed (hit frequency here may not be typical).
